# Source: PubChem BioAssay
# KCNQ1 block – human KCNQ1 channel inhibition; B-score at 10 µM; CHO-K1 KCNQ1, FluxOR thallium flux fluorescence; hits give high values; 1.3% of 310,000 active; P51787;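 active means compounds whose thallium flux B-score, printed positive for inhibition, exceeds three library SD while starting fluorescence stays within three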;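 further: channel opened by potassium depolarization with thallium stimulus after 20 min compound exposure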
# TRPC4 act – activators of mouse TRPC4 channel; B-score at 10 µM; 0.49% of 310,000 active; HEK293 TRPC4beta/mu-opioid, Fluo4 calcium fluorescence; hits give high values; AID 2237;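 active means B-score above 5 SD of library B-scores, and initial fluorescence ratio not above library mean plus 5 SD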;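 further: positive B-score marks a calcium rise read as TRPC4 activation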
#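 Material: HEK293 stable line with TRPC4beta plus mu-opioid receptor; technique: Fluo4 calcium-sensitive dye fluorescence, kinetic, 1 Hz baseline; timing: Fluo4 dye loading 45 min at room temperature, 110 s recording; controls: assay buffer as low control, maximal DAMGO as high control; read-out: integrated baseline-normalised fluorescence ratio, converted to per-well B score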
# KCNQ1 act – potentiators or activators of human KCNQ1 potassium channel. P51787. CHO-K1 KCNQ1, thallium flux FluxOR fluorescence; hits give high values. B-score at 10 µM. 0.35% of 310,000 active. AID 2648;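 active means fluorescence ratio B-score, a plate-corrected score, at least three library SD, with initial intensity B-score within 5 SD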
#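 System: Stable KCNQ1 CHO-K1 line | Incubation: 90 min dye loading and 20 min compound exposure, both at room temperature | Measure: Ratio B score | Medium: Assay buffer for compound exposure, DMSO matched across wells | Compound dosing: Single-concentration screen | Probe or stimulus: K+/Tl+ depolarizing stimulus | Measured by: Kinetic FluxOR fluorescence, 10 s baseline plus 110 s post-stimulus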
# KCNK9 inh – blocks the human KCNK9 two-pore domain potassium channel | Q9NPC2 | B-score at 10 µM | HEK293 KCNK9, FluxOR thallium flux fluorescence; hits give low values | 1.2% of 310,000 active;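 active means ratio B-score over 3 SD below the library mean, with starting fluorescence within 5 SD of its mean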;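 further: negative B-score means less thallium flux so channel inhibition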
# KCNK3 inh – human KCNK3 channel inhibition, primary screen | B-score at 10 µM | O14649 | 0.84% of 340,000 active | CHO-KCNK3 thallium flux, FluxOR fluorescence; hits give low values;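 active means B-score under library mean minus 4 SD, starting fluorescence ratio at most library mean plus 5 SD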;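 further: more negative B-score means stronger inhibition of thallium flux through KCNK3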
# TMEM16A act – mouse TMEM16A channel activation, primary screen | AID 623877 | Q8BHY3 | 0.3% of 340,000 active | HEK293 TMEM16A/YFP-H148Q/I152L, iodide quench fluorescence; hits give low values | B-score at 10 µM;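 active means fluorescence-ratio B-score plate-corrected deviation score at least 3 library SD below zero, with starting fluorescence score within 5 deviations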;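 further: channel opened by trigger with iodide after compound preincubation; score built on the fluorescence ratio of max minus min over baseline; more negative score means more quench and so TMEM16A activation or potentiation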
# Target sequence (Q8BHY3 whole entry, looked up): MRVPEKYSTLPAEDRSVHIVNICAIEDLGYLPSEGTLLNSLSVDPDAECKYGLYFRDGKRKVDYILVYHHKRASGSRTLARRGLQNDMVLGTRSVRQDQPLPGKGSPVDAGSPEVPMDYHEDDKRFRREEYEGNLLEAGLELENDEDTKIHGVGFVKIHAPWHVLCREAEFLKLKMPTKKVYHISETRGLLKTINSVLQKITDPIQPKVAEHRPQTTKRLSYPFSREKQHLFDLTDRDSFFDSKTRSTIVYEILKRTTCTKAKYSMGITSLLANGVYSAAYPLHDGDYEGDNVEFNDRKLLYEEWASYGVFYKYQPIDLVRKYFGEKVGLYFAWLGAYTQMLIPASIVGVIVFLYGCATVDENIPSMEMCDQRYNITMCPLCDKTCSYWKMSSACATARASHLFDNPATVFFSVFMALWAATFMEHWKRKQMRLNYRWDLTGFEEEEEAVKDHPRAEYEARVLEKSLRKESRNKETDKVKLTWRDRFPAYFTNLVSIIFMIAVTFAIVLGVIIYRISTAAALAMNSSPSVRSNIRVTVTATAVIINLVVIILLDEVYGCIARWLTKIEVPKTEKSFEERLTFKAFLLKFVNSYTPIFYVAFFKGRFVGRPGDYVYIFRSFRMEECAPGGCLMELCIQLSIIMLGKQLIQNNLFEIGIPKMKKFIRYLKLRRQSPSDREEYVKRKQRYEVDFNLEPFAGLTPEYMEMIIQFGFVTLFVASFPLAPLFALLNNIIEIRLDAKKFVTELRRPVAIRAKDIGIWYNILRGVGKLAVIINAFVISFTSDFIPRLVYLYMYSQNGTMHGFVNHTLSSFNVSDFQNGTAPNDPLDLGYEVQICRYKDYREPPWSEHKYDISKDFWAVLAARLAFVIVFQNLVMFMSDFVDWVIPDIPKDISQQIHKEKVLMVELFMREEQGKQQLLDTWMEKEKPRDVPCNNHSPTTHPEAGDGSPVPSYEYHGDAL
# TMEM16A inh – blocks the mouse calcium-activated chloride channel TMEM16A. HEK293 TMEM16A/YFP iodide influx fluorescence, ionomycin. AID 588511. 1.2% of 310,000 active. normalized B-score (activity score, 25-100; higher = stronger inhibition) at 10 µM;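 active means ratio plate-corrected score three or more library SD toward inhibition, starting fluorescence score within five deviations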;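 further: score derived from kinetic fluorescence span divided by baseline fluorescence per well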
# hERG protect – shields human hERG channel from block by proarrhythmic agents. activation (rescue from dofetilide block), less the hit threshold, % at 10 µM. CHO-hERG, FluxOR thallium flux, dofetilide IC70 present. 0.51% of 310,000 active. Q12809;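 active means activation above the mean of controls blocked by dofetilide plus 5 SD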;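 further: thallium influx through hERG after potassium depolarization seen as dye fluorescence rise; in these data hits start at about 4.7%; inactives centre near -7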
# DYRK1A inh – Dyrk1A (rat) kinase inhibition. Q63470. inhibition, % at 12.5 µM. 0.43% of 310,000 active. AID 504441. ADP-Glo luminescence, NFATc1 peptide; in the data active means inhibition above about 50%;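 further: plate controls were vehicle with enzyme for no effect and no enzyme for full effect; many of its hits are not listed in these tables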
# HDAC3 inh – human HDAC3 inhibition; inhibition, % at 8.3 µM; recombinant HDAC3, fluorogenic peptide/trypsin coupled, fluorescence; 0.15% of 320,000 active; O15379; in the data active means inhibition above about 26%, passing the limit was not always enough
# TRPC4 potent – allosterically enhances the mouse TRPC4 cation channel; 0.42% of 310,000 active; B-score at 10 µM; HEK293 TRPC4beta/mu-opioid, DAMGO EC20, Fluo-4 Ca2+ flux; hits give high values; Q9QUQ5;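 active means B-score of calcium response area above 5 SD of library B-scores, with initial fluorescence ratio within 5 SD of library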;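 further: B-score of integrated fluorescence ratio over time as area under calcium response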
# Starred values were filed as active, the others as inactive; i = inactive; nt = not tested or not shown. An excerpt; the hit share may differ from the screen's.
# The first three compounds, ahead of the listing:
Molecule	DYRK1A inh	KCNK3 inh	KCNK9 inh	HDAC3 inh	TMEM16A act	KCNQ1 act	hERG protect	TRPC4 act	TRPC4 potent	TMEM16A inh	KCNQ1 block
CN(C)S(=O)(=O)c1ccc(NC=O)cc1	1	i	i	nt	i	i	-8	i	i	i	i
Cc1ccc(-n2c(C)nnc2SCC(=O)N2CCOCC2)cc1	1	i	i	-6	i	i	-5	i	i	i	i
O=C(CSCc1cccc(Cl)c1)N/N=C/c1ccc(OCC(=O)N2CCCCC2)cc1	-2	i	i	1	i	i	1	i	i	i	i

# The listing, from the first entry:
Molecule	DYRK1A inh	KCNK3 inh	KCNK9 inh	HDAC3 inh	TMEM16A act	KCNQ1 act	hERG protect	TRPC4 act	TRPC4 potent	TMEM16A inh	KCNQ1 block
CN(C)S(=O)(=O)c1ccc(NC=O)cc1	1	i	i	nt	i	i	-8	i	i	i	i
Cc1ccc(-n2c(C)nnc2SCC(=O)N2CCOCC2)cc1	1	i	i	-6	i	i	-5	i	i	i	i
O=C(CSCc1cccc(Cl)c1)N/N=C/c1ccc(OCC(=O)N2CCCCC2)cc1	-2	i	i	1	i	i	1	i	i	i	i
COc1cc(C(=O)OCc2ccc(C)cc2)cc(NC(=O)c2cccs2)c1OC	0	i	i	-12	i	i	-11	i	i	i	i
Cc1ccnc(N2CCCC(C(=O)Nc3cccc(C)c3C)C2)n1 (centres undefined)	-6	i	i	-1	i	i	-6	i	i	i	i
CN(Cc1ccon1)Cc1cn(C)nc1-c1ccc2c(c1)OCCO2	-1	i	i	-5	i	i	-3	i	i	i	i
CC(C)C(=O)Nc1nnc(SCc2cccc(F)c2)s1	15	i	i	-1	i	i	-2	i	i	i	i
CC(/C=C/c1ccco1)=N\NC(=O)c1cc(C)[nH]n1	11	i	i	8	i	i	-13	i	i	i	i
CCCCn1c(N)c(-c2nc3ccccc3s2)c2c([N+](=O)[O-])nn(CC)c(=O)c21	-1	-11*	i	4	i	i	-6	i	i	i	i
CCOC(=O)C1C(=O)OC2(CCCC2)C1C(=O)OCC (centres undefined)	4	i	i	-2	i	i	-9	i	i	i	i
Cc1cc(C)cc(N/C(N)=N/c2nc(C)cc(C)n2)c1	6	i	i	-3	i	i	-10	i	i	i	i
COc1ccc(NC(=O)C23CC4CC(C2)CC(c2ccc(C)cc2)(C4)C3)cc1	1	i	i	-2	i	i	-12	i	i	i	i
FC(F)(F)c1cccc(Cc2noc(CN3CCCCC3c3ccccn3)n2)c1 (centres undefined)	-1	i	i	4	i	i	-5	i	i	i	i
CC(=O)c1ccc(S(=O)(=O)NC2CC(=O)N(c3ccc(Cl)cc3)C2)cc1 (centres undefined)	-14	i	i	0	i	i	-14	i	i	i	i
O=C(O)c1nn(CC(=O)N2CCN(c3ncc(C(F)(F)F)cc3Cl)CC2)c(=O)c2ccccc12	0	i	i	-3	i	i	-13	i	15*	i	i
CCNC(=S)N(CCc1c(C)[nH]c2ccc(C)cc12)Cc1cccnc1	-3	i	i	nt	i	i	-7	i	i	i	i
COC(=O)c1c(C)nsc1NC(=O)Oc1ccccc1	-3	i	i	-2	i	i	-8	i	i	i	i
COc1ccc(NC(=O)CCc2nc(-c3ccc(C)cc3)no2)cc1Cl	-5	i	i	8	i	i	-4	i	i	i	i
Cc1ccc2[nH]c(-c3ccccc3)c(CN3CCOCC3)c(=O)c2c1	11	i	i	-1	i	i	-5	i	i	i	i
Cn1c(N)c(C(=O)COC(=O)C2(c3cccc(F)c3)CCCC2)c(=O)n(C)c1=O	-4	i	i	-13	i	i	-4	i	i	i	i
Cc1ccc2nc(SCc3nc4ccccc4c(=O)[nH]3)[nH]c2c1	3	i	i	3	i	i	-5	i	i	i	i
CCOC(=O)/C(C#N)=C1/C=CN(C)C(C)=N1	4	i	i	0	i	i	0	i	i	i	i
CCCCn1c(SCC(=O)NC2CC2)nc2ccccc2c1=O	31	i	i	-1	i	i	-7	i	i	i	i
COc1ccc2[nH]c3nc(SCc4nnc(-c5ccc(C)cc5)o4)nnc3c2c1	-6	i	i	-2	nt	i	-5	i	i	i	i
COc1cccc(C(=O)N(C)CC(=O)Nc2ccc(F)c(F)c2F)c1	-18	i	i	-1	i	i	-7	i	i	i	i
O=C(COc1ccc2ccc(=O)oc2c1)OCc1ccccc1	-2	i	i	-2	i	i	-12	i	i	i	i
Cc1nn(-c2ccc(F)cc2)c(Cl)c1/C=C/C(=O)N1CCNC(=O)C1	-1	i	i	4	i	i	-11	i	i	i	i
Cc1ccc(-c2noc(CSc3nnc(-c4cccs4)n3C)n2)cc1	-3	i	i	-5	i	i	-11	i	i	i	i
COc1cccc(CNC(=O)C2=Cc3cccc(OC)c3OC2)c1	1	i	i	4	i	i	-11	i	i	i	i
Cc1cc(C)cc(-n2ncc3c2CCCC3NC(=O)CN2CCCC2=O)c1 (centres undefined)	-2	i	i	1	i	i	-8	i	i	i	i
Cc1csc(NC(=S)NC(=O)c2ccccc2)n1	6	i	i	3	i	i	4.7*	i	i	i	i
CCCCCOCC(O)CCC(=O)NN (centres undefined)	10	i	i	2	i	i	-5	i	i	i	i
CCOC(=O)C1CCN(C(=O)c2cccnc2Oc2ccccc2)CC1	-6	i	i	-1	i	i	-2	i	i	i	i
Cc1ccc(C(=O)NC2CCN(S(=O)(=O)c3ccc(F)cc3)CC2)cc1	1	i	i	1	i	i	-8	i	i	i	i
Cc1ccc(/C=N/N(C)S(=O)(=O)c2ccc(C)cc2)cc1	0	i	i	-8	i	i	-7	i	i	i	i
Cc1ccc(N2C(=O)N(C(C)C)C(C)(C)CC2(C)O)cc1 (centres undefined)	1	i	i	-1	i	i	-5	i	i	i	i
Cc1ccc(OCc2nnc(SCc3cc(=O)[nH]c4ccccc34)o2)cc1	-4	i	i	2	i	i	-3	i	i	i	i
CCc1nnc(NC(=O)CSc2nnc(-c3cc4ccccc4cc3O)n2CC)s1	7	i	i	0	i	i	-9	i	i	i	i
Cc1nc(NC(=O)/C=C/c2ccco2)sc1C	-1	i	i	6	i	i	-9	i	i	i	i
CCOC(=O)c1cc(-c2ccccc2)n[nH]1	3	i	i	-4	i	i	-4	i	i	i	i
Brc1ccccc1/C=N/Nc1nc2ccccc2o1	-6	i	i	-3	i	i	-13	i	i	i	i
C[C@@H]1CN(C(=O)c2nc3ccc(Cl)cn3c2CNCC[C@@H]2C[C@@H]3C=C[C@H]2C3)C[C@H](C)O1	8	i	i	3	i	i	-7	i	i	i	i
CCOC(=O)Cn1nc(/C=C/c2ccc(OC)cc2)ccc1=O	-13	i	i	8	i	i	-8	i	i	i	i
CCOC(=O)C1CCN(C(=O)C2(NC(=O)NC3CCCCC3)CCCCC2)CC1	nt	i	i	1	i	i	-12	i	i	i	i
Cc1ccc(C)c(NC(=O)CSc2nnc(CNC(=O)c3cccs3)o2)c1	-2	i	i	-3	i	i	-9	i	i	i	i
COc1cc(C(=O)N(Cc2cc3cc(C)ccc3[nH]c2=O)CC2CCCO2)cc(OC)c1OC (centres undefined)	-3	i	i	-11	i	i	-13	i	i	i	i
O=C(CCc1c[nH]c2ccccc12)NC1CC1	-2	i	i	-1	i	i	0	i	i	i	i
COc1ccc(C(=O)NNC(=O)C(Cc2ccc(O)cc2)NC(=O)c2ccccc2NC(=O)c2ccc(OC)cc2)cc1 (centres undefined)	-11	i	i	-6	i	i	1	i	i	i	i
COCCN(Cc1cc2ccccc2[nH]c1=O)C(=O)c1ccccc1OC	-3	i	i	-5	i	i	-10	i	i	i	i
CCOC(=O)c1cc2c(s1)-c1ccccc1CC2	2	i	i	-59	i	i	-7	i	i	i	i
Cc1ccc(C)c(CNS(=O)(=O)c2c(C)[nH]c(C)c2C(=O)N2CCCCC2)c1	0	i	i	1	i	i	-10	i	i	i	i
O=S(=O)(c1ccc(-c2nnc(SCc3ccccc3)o2)cc1)N1CCCC1	-4	i	i	9	i	i	-3	i	i	i	i
C/C=C(/C)C(=O)O[C@@H]1c2c(ccc3ccc(=O)oc23)O[C@@H]1C(C)(C)OC(=O)/C(C)=C\C	-4	i	-7.1*	2	i	i	-8	i	i	i	i
CC(C)OCCCNC(=O)c1cc(S(=O)(=O)N2CCCCC2)c[nH]1	-1	i	i	1	i	i	-11	i	i	i	i
CCn1c(CNC(=O)COC)nc2ccccc21	1	i	i	nt	i	i	-8	i	i	i	i
COc1cccc(NC(=O)CN2CCN(C(=O)c3ccco3)CC2)c1	-8	i	i	-1	i	i	1	i	i	i	i

# Look-ups from the list:
# C/C=C(/C)C(=O)O[C@@H]1c2c(ccc3ccc(=O)oc23)O[C@@H]1C(C)(C)OC(=O)/C(C)=C\C in KCNK9 inh shows -7.1*
# CC(C)OCCCNC(=O)c1cc(S(=O)(=O)N2CCCCC2)c[nH]1 in DYRK1A inh shows -1
# COc1cccc(NC(=O)CN2CCN(C(=O)c3ccco3)CC2)c1 in HDAC3 inh shows -1
# Cc1ccc(C)c(CNS(=O)(=O)c2c(C)[nH]c(C)c2C(=O)N2CCCCC2)c1 in HDAC3 inh shows 1
# O=S(=O)(c1ccc(-c2nnc(SCc3ccccc3)o2)cc1)N1CCCC1 in hERG protect shows -3
# CCn1c(CNC(=O)COC)nc2ccccc21 in DYRK1A inh shows 1
# COCCN(Cc1cc2ccccc2[nH]c1=O)C(=O)c1ccccc1OC in DYRK1A inh shows -3
